Rtt109 Vps75: C. albicans Rtt109 histone acetyltransferase inhibition. purified Rtt109/Vps75, ThioGlo CoA-SH fluorescence, 4 h. AID 540336. 0.16% of 330,000 active. inhibition, % at 34.9 µM. Q5AAJ8;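 active = inhibition of at least 50% in every replicate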
Target sequence (Q5AAJ8 whole entry, looked up): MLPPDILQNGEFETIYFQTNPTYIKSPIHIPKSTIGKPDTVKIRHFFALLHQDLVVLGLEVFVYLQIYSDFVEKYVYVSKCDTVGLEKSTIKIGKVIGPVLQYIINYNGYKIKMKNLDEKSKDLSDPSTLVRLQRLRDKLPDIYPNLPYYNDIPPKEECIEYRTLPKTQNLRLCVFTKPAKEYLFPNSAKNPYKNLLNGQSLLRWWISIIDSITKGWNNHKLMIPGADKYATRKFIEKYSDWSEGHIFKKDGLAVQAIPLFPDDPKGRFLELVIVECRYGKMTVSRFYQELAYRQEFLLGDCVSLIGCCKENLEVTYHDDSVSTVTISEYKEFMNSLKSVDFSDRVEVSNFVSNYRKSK
PvdQ inh: P. aeruginosa PvdQ acylase inhibition | purified PvdQ acylase, fluorescence plate reader | inhibition, % at 10 µM | 0.063% of 340,000 active | AID 488965; in the data active = inhibition above about 30%, passing the limit was not always enough;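 also: 0% = vehicle neutral wells and 100% = reference inhibitor wells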
MITF act: increases MITF-driven TRPM1 promoter luciferase signal | 0.75% of 300,000 active | SK-MEL-5 TRPM1-promoter luciferase, 24 h; % of positive control, neutral wells = 0 | activation, % at 12.5 µM;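 active = mean activation of at least 80% with every replicate also reaching 80%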;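 also: 0% = neutral control wells and 100% = parthenolide positive control wells; values of inactives mirror those of a sister screen read the other way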
SR-BI uptake up: activators of SR-BI mediated HDL lipid uptake; CHO ldlA[mSR-BI] cells, DiI-HDL uptake fluorescence, 3 h; 100 = double the neutral-control signal; activation, % at 12.5 µM; 0.096% of 320,000 active; AID 504775;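 active = mean replicate activation of at least 60% and every replicate at or above 60%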;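 also: 0% = median plate neutral-control signal and 100% = twice that signal; values of inactives mirror those of a sister screen read the other way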
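System: LDL receptor-deficient CHO ldlA cells overexpressing murine SR-BI | Timing: 3 h uptake period with compound, 37 °C | Medium: HEPES-buffered (25 mM, pH 7.4) F12 plus 0.5% BSA | Dosing: Single-point compound dose | Signal: Bottom-read fluorescence, 550/595 nm | Read-out: Retained DiI signal reflecting DiI-HDL uptake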
SR-BI HDL uptake: blocks mouse SR-BI lipid uptake from DiI-HDL. Q61009. ldlA[mSR-BI] CHO cells, DiI-HDL uptake fluorescence, 3 h. inhibition, % at 12.5 µM. 0.96% of 320,000 active;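 active = mean replicate inhibition of at least 70% and a set share of replicates each scoring 70 or more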;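 also: 0% = median of neutral control wells and 100% = median of positive control wells; values of inactives mirror those of a sister screen read the other way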
Wnt act: activators of Wnt/beta-catenin signaling; Wnt/beta-catenin reporter cell assay, activator, plate reader; activation, % at 9.35 µM; 1.2% of 300,000 active; AID 743398; in the data active = activation above about 30%, passing the limit was not always enough;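 also: 0% = neutral control wells and 100% = positive control wells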
dFosB act: mouse delta FosB homodimer activation | P13346 | purified delta FosB, TAMRA-CDK5 oligo fluorescence polarization; percent of positive-control signal above neutral wells | activation, % at 25 µM | 0.99% of 340,000 active;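 active = mean activation above about 17%, with every replicate also reaching it, limit read from the data, passing the limit was not always enough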;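 also: fluorescence polarization rise as delta FosB binds a TAMRA Cdk5 AP-1 oligo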
Target sequence (P13346 whole entry, looked up): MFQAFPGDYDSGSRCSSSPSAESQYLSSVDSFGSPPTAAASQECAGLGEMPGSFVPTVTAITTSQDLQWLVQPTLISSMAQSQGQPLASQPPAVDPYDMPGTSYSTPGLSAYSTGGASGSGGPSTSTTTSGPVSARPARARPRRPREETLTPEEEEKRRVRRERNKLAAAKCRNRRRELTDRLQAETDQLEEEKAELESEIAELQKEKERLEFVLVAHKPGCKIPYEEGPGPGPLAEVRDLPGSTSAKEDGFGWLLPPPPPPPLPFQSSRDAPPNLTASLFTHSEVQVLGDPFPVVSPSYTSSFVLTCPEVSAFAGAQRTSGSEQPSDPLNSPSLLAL
RTF Ca sens act: cardiac RTF calcium sensitization; P19429+P45379; IANBD-labeled TnC RTF fluorescence at EC20 calcium; 0% EC20 calcium, 100% full calcium; activation, % at 7.2 µM; 0.24% of 340,000 active; AID 493008;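 active = activation above the mean over all tested compounds plus 3 SD, cut at about 30% in these data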;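 also: rise in fluorescence read as greater calcium sensitivity of cardiac thin filaments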
HTR5A ag ctr: activates human HTR5A in OPRM1-OPRD1 agonist counter-screen. P47898. HTR5A agonist assay, luminescence, cell-based. activation, % at 9.3 µM. 0.61% of 340,000 active. AID 504692; in the data active = activation mostly above about 9.5%, no sharp cut-off; inactive = mostly below about 7.6%;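 also: 0% = cells with vehicle only and 100% = reference agonist; strong numbers were not always called active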
Target sequence (P47898 whole entry, looked up): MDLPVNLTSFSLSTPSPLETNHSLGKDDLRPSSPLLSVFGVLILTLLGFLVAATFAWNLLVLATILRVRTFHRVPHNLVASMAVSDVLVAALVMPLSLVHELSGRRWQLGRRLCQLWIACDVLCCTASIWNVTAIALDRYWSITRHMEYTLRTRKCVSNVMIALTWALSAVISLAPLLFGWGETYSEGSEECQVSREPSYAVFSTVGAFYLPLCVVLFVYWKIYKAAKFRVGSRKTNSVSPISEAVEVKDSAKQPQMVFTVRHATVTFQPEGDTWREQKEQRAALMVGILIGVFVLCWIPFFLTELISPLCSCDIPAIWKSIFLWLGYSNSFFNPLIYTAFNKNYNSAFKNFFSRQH
CDK5 p35 inh: inhibitors of human CDK5/p35 kinase; Q00535+Q15078; Recombinant CDK5/p35, ADP-Glo luminescence, 60 min; inhibition, % at 10 µM; 0.01% of 330,000 active;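 active = highest replicate inhibition of at least 50% and at least 75% of replicates reaching 50%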;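 also: plate controls were DMSO neutral control for no effect and GW8510 at 10 µM for full effect; many of its hits are not listed in these tables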
Active calls of the source: *; . = not tested or not shown.

SMILES	Rtt109 Vps75	PvdQ inh	MITF act	SR-BI uptake up	SR-BI HDL uptake	Wnt act	dFosB act	RTF Ca sens act	HTR5A ag ctr	CDK5 p35 inh
Cc1ccc(S(=O)(=O)N2CCCc3ccccc32)cc1C	-5	-8	4	-6	6	-1	-2	-5	2	0.9
COc1ccc(-n2nnc3c(=O)n(Cc4cccc(C)c4)cnc32)cc1	-2	-2	4	44	-44	7	0	-3	7	-0.3
CC(C)=C1C2CCC1C(C(=O)Nc1sc(C)c(-c3ccc(C(C)C)cc3)c1C(N)=O)C2C(=O)O (configuration not stated)	10	8	4	.	.	-1	7	-6	1	-0.8
CCC(C#CCN1CCCCC1)(CC)OCCC#N	3	-3	-3	17	-17	.	-9	10	-2	-2.8
NC(=O)CCCCC(=O)OCCCc1cccs1	-6	9	3	22	-22	4	-6	1	-4	1.0
C#CCOCCOCCOCCNc1nc(N2CCOCC2)nc(N2CCN(C(=O)CCCCCCCCCCNC(=O)[C@@H]([C@H](C)CC)n3cc(CCCCCN)nn3)CC2)n1	25	-2	-23	-55	55	-4	6	-3	1	-1.9
O=C(NCc1cccnc1)c1ccccc1[N+](=O)[O-]	15	3	-8	10	-10	4	3	-5	2	0.5
COC(=O)c1ccccc1NC(=O)c1cncc(Br)c1	3	-10	-6	-14	14	6	-17	2	-2	-0.6
COC(=O)c1c(C)[nH]c(C(=O)C(C)OC(=O)c2c(C)noc2C)c1C (configuration not stated)	-1	4	1	-9	9	-2	-6	-9	4	0.0
CC(C)C(=O)Nc1ccc(NC(=O)c2ccc3c(c2)OCO3)cc1	27	5	7	-14	14	-2	-2	7	6	1.6
CCOc1ccc(C(C)=O)cc1COC(=O)CNC(=O)c1cccs1	-4	-16	-7	-73	73*	-2	-5	1	-1	-2.2
CC(Oc1ccc(C#N)cc1)C(=O)N1CC=C(c2ccccc2)CC1 (configuration not stated)	-2	21	-11	8	-8	-7	-4	-4	1	-1.0
Cc1cccn2c(=O)c3cc(C(=O)NC4CCS(=O)(=O)C4)n(Cc4ccccc4)c3nc12 (configuration not stated)	-19	-15	-1	-28	28	3	-4	0	1	3.4
CC(C)OC(=O)C(C#N)c1nc2ccccc2nc1N1CCCC1 (configuration not stated)	-34	5	2	-26	26	.	0	-4	2	0.4
NS(=O)(=O)c1ccc(CNC(=O)COc2ccc3c4c(c(=O)oc3c2)CCCC4)cc1	3	-8	5	9	-9	-2	0	-7	2	-0.8
COc1ccc(-n2c(C)cc(C(=O)COC(=O)Cc3n[nH]c(=O)c4ccccc34)c2C)cc1	6	5	-8	-24	24	-7	-3	1	-2	.
CCOC(=O)CC1CCCCN1C(=O)CCCn1nnnc1CN1CCC(C)CC1 (configuration not stated)	-1	-15	-1	3	-3	0	-10	2	3	0.3
O=[N+]([O-])c1c(C(Cl)Cl)nn(-c2ccccc2)c1N1CCOCC1	-5	-3	-15	-16	16	0	-2	8	-1	-1.0
COc1cc(OC)cc(-c2nc(-c3cc4cc(C)ccc4nc3OC)no2)c1	-10	-8	-2	14	-14	.	-3	8	3	3.2
CCOc1ccc(N2CC(C(=O)NC3CCCCCC3)CC2=O)cc1 (configuration not stated)	48	10	1	.	.	1	-3	2	-1	2.0
O=C(NC1C(=O)NNC1c1ccccc1)c1ccccc1 (configuration not stated)	5	-15	24	8	-8	.	-1	-6	0	2.8
Cc1cccc(Nc2nc(N)c([N+](=O)[O-])c(N3CC(C)OC(C)C3)n2)c1 (configuration not stated)	9	-3	-7	-46	46	-2	-16	-2	2	7.7
CCCNC(=O)CN1CCN(c2cc3ccccc3c(Cl)n2)CC1	-4	-7	0	-64	64	0	-18	-2	-2	-0.3
Cc1nc(-c2cnn(-c3ccccc3)c2)c2cc(C)oc2n1	13	1	6	-56	56	.	-44	-3	6	1.3
O=C(CNC(=O)c1ccco1)N/N=C/c1c[nH]c2ccccc12	9	0	-3	19	-19	-1	-5	7	6	0.3
SMILES	Rtt109 Vps75	PvdQ inh	MITF act	SR-BI uptake up	SR-BI HDL uptake	Wnt act	dFosB act	RTF Ca sens act	HTR5A ag ctr	CDK5 p35 inh
COc1cc(C)c(Cl)cc1S(=O)(=O)NCC1CCCO1 (configuration not stated)	-4	-17	-5	0	0	-4	5	-3	0	0.6
Cc1cc2cc(CNC(=O)CC(C)C)ccc2n1C	4	3	.	1	-1	.	-2	1	3	1.1
Cc1ccc(C)c(CN2C(=O)c3ccccc3S(=O)c3ccc(C(=O)N4CCN(c5ccccn5)CC4)cc32)c1 (configuration not stated)	-19	-8	-10	-24	24	.	11	0	1	0.4
COc1ccc2c(c1)c(=O)cc(-c1ccccc1)n2C	-2	-10	32	-11	11	3	0	7	0	0.9
O=C(NC(=S)N1CCN(c2ccccc2)CC1)c1ccco1	0	-5	7	0	0	-1	-5	13	2	-0.3
CCOP(=O)(OCC)C(Nc1ccccc1)c1ccc2c(c1)OCO2 (configuration not stated)	-8	7	0	-7	7	1	-6	1	2	1.7
CC1CCCCC1NC(=O)COC(=O)c1ccc2c(=O)n3c(nc2c1)CCC3 (configuration not stated)	2	-12	1	-8	8	0	-9	1	2	-2.0
O=C(NCCc1ccc(Cl)cc1)c1ncn[nH]1	.	-25	5	30	-30	.	-1	4	4	-1.9
Cc1cc(C)c(NC(=O)C2C3/C=C\CCCCC32)c(C)c1 (configuration not stated)	2	6	.	58	-58	-1	-2	3	5	0.2
Nc1ccc(OCCc2ccccc2)cc1	-1	-20	17	5	-5	16	-2	-2	-1	0.2
O=C(O)c1nn(CC(=O)N2CCN(c3ncc(C(F)(F)F)cc3Cl)CC2)c(=O)c2ccccc12	13	-1	9	-52	52	3	-13	-11	2	0.1
COc1ccc(C#Cc2c(-c3ccccc3)n(-c3ccccc3)c3ccc(CO)cc23)cc1	0	-41	-7	-40	40	-11	1	2	-1	0.1
O=C(NCc1ccco1)c1cccc(NS(=O)(=O)c2cccc(F)c2)c1	3	-13	-10	-20	20	4	-9	3	1	1.1
COc1ccc(C2C(C(=O)Nc3ccccc3)=C(C)Nc3nc(CCCO)nn32)cc1 (configuration not stated)	-7	-17	.	.	.	.	6	1	0	-1.5
CCOC(=O)Cn1c(=O)c2c(nc(N3CCCCC3)n2Cc2ccccc2)n(C)c1=O	-6	-6	-8	-12	12	.	7	-1	3	-0.5
COc1ccccc1CNc1ncccc1[N+](=O)[O-]	4	-16	3	-8	8	6	7	3	-2	-0.5
O=C(CN1CCN(c2ccccn2)CC1)Nc1cccc(C(F)(F)F)c1	-5	-1	.	19	-19	.	-2	8	1	0.8
Cc1cc(C(=O)Nc2cccc(O)c2)c(C)o1	-1	-6	3	23	-23	.	2	7	-3	-2.2
CN(C)Cc1cc(C(F)(F)F)ccc1C(O)(c1ccccc1)c1ccccc1	-1	5	0	11	-11	2	0	-1	3	-3.5
O=C(NCc1cccs1)C1CCN(c2nc3ccccc3o2)CC1	-4	10	7	-3	3	.	-7	-7	-3	0.5
C=CCOc1ccc(/C=C2\SC(=S)N(C(C(=O)O)c3ccccc3)C2=O)cc1 (configuration not stated)	38	4	-1	.	.	3	-18	-4	0	-1.0
CC(C)Nc1nc(NC(C)C)nc(Oc2ccc(/C=N/O)cc2)n1	-2	8	-16	2	-2	-4	-3	-2	-3	1.2
S=c1[nH]nc(Cc2cccs2)n1-c1cccc2ccccc12	1	-17	-11	20	-20	.	2	0	-1	2.7
CN1CCCN(C2C3CC4CC(C3)CC2C4)CC1 (configuration not stated)	19	-8	14	7	-7	-7	-5	-2	-3	-0.5
COc1ccc(OC(=O)C2CC(=O)N(c3ccc(C)cc3)C2)cc1 (configuration not stated)	2	7	1	12	-12	-1	-7	0	-6	-0.8

Rewritten as labelled records: 4 of the compounds above
Molecule: O=C(O)c1nn(CC(=O)N2CCN(c3ncc(C(F)(F)F)cc3Cl)CC2)c(=O)c2ccccc12
  Rtt109 Vps75: 13
  PvdQ inh: -1
  MITF act: 9
  SR-BI uptake up: -52
  SR-BI HDL uptake: 52
  Wnt act: 3
  dFosB act: -13
  RTF Ca sens act: -11
  HTR5A ag ctr: 2
  CDK5 p35 inh: 0.1
Molecule: CC1CCCCC1NC(=O)COC(=O)c1ccc2c(=O)n3c(nc2c1)CCC3 (configuration not stated)
  Rtt109 Vps75: 2
  PvdQ inh: -12
  MITF act: 1
  SR-BI uptake up: -8
  SR-BI HDL uptake: 8
  Wnt act: 0
  dFosB act: -9
  RTF Ca sens act: 1
  HTR5A ag ctr: 2
  CDK5 p35 inh: -2.0
Molecule: CC(C)Nc1nc(NC(C)C)nc(Oc2ccc(/C=N/O)cc2)n1
  Rtt109 Vps75: -2
  PvdQ inh: 8
  MITF act: -16
  SR-BI uptake up: 2
  SR-BI HDL uptake: -2
  Wnt act: -4
  dFosB act: -3
  RTF Ca sens act: -2
  HTR5A ag ctr: -3
  CDK5 p35 inh: 1.2
Molecule: CCOC(=O)Cn1c(=O)c2c(nc(N3CCCCC3)n2Cc2ccccc2)n(C)c1=O
  Rtt109 Vps75: -6
  PvdQ inh: -6
  MITF act: -8
  SR-BI uptake up: -12
  SR-BI HDL uptake: 12
  Wnt act: .
  dFosB act: 7
  RTF Ca sens act: -1
  HTR5A ag ctr: 3
  CDK5 p35 inh: -0.5

Next part:
SMILES	Rtt109 Vps75	PvdQ inh	MITF act	SR-BI uptake up	SR-BI HDL uptake	Wnt act	dFosB act	RTF Ca sens act	HTR5A ag ctr	CDK5 p35 inh
Fc1cccc(NC(=S)NNc2c3ccccc3nc3ccccc23)c1	-3	-14	-13	-49	49	1	-8	7	0	-6.0
CCC(=O)NCc1c(Cl)cccc1-n1cccc1	0	-8	-10	21	-21	.	-3	0	-2	1.0
COC(=O)C1=C(C)Nc2ncnn2C1c1ccc(OCc2ccccc2)cc1 (configuration not stated)	-18	-21	-3	1	-1	.	5	1	3	-0.5
Cc1cccc(NCc2ccc(O)c3ncccc23)c1C	-2	-7	-35	-17	17	0	-2	.	.	0.0
CCO[C@@H]1OC(C(=O)NCc2ccccc2)=C[C@H](c2csc3ccccc23)[C@H]1CCCO	-26	-10	1	-41	41	-6	4	3	2	0.4
Cc1csc2nc(COC(=O)CNC(=O)c3ccc(Cl)cc3)cc(=O)n12	-10	11	7	6	-6	0	-12	3	-3	1.2

At a glance, four of the compounds above:
SMILES	Rtt109 Vps75	PvdQ inh	MITF act	SR-BI uptake up	SR-BI HDL uptake	Wnt act	dFosB act	RTF Ca sens act	HTR5A ag ctr	CDK5 p35 inh
COC(=O)C1=C(C)Nc2ncnn2C1c1ccc(OCc2ccccc2)cc1 (configuration not stated)	-18	-21	-3	1	-1	.	5	1	3	-0.5
Cc1cccc(NCc2ccc(O)c3ncccc23)c1C	-2	-7	-35	-17	17	0	-2	.	.	0.0
CCO[C@@H]1OC(C(=O)NCc2ccccc2)=C[C@H](c2csc3ccccc23)[C@H]1CCCO	-26	-10	1	-41	41	-6	4	3	2	0.4
Cc1csc2nc(COC(=O)CNC(=O)c3ccc(Cl)cc3)cc(=O)n12	-10	11	7	6	-6	0	-12	3	-3	1.2

Screening results from PubChem BioAssay.
